Source: PubChem BioAssay (several laboratories)
proCasp3 act: activators of human procaspase-3 D3A mutant, primary screen, biochemical, absorbance, PC-3 D3A mutant, single concentration. 330,000 compounds, 0.11% hits. recombinant procaspase-3 D3A, Ac-DEVD-pNA absorbance 405 nm. activation, % at 8.5 µM. Caspase-3 (Homo sapiens), P42574. AID 463141, 2010;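 active = activation above the mean of all tested compounds plus 3 SD, cut at about 21% in these data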;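 also: 0% = DMSO alone and 100% = DMSO wells spiked with extra 5 µM PC-3 D3A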
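Assay system – Procaspase-3 D3A mutant, all three cleavage aspartates alanine · Controls – DMSO-only low control, 5 µM PC-3 D3A high control · Schedule – 1 h compound preincubation, 2 h substrate hydrolysis at 25 °C · Signal – 405 nm absorbance of p-nitroaniline, reads at 0 and 120 min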
Efflux pump mplx: inhibitors of Candida efflux pumps in yeast, primary screen, S. cerevisiae, Nile Red, multiplex; S. cerevisiae Candida pump triplex; inhibition, % at 10 µM; 330,000 compounds, 0.44% hits;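 active = plate passing quality check with inhibition over a set limit, or well fluorescence over plate mean plus 4 SD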;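 also: Nile Red retained in pooled yeast measured as flow cytometry median fluorescence; 0% = buffer negative control and 100% = Enniatin B positive control; higher means more Nile Red kept so more efflux inhibition; some compounds called inactive have numbers as strong as hits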
proCasp7 act: procaspase-7 activators, primary screen, counter-screen for procaspase-3 activator project, biochemical, absorbance, HTS, human. AID 463210, 2010. Caspase-7 (Homo sapiens), P55210. recombinant procaspase-7, Ac-DEVD-pNA absorbance 405 nm; D23A/D198A/D206A triple mutant, cannot self-cleave; scale: DMSO 0, 5 µM enzyme 100. 330,000 compounds, 0.093% hits. activation, % at 8.5 µM;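 active = percent activation above the screen-wide mean plus 3 SD, cut at about 25% in these data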
Target sequence (P55210 whole entry D23A/D198A/D206A): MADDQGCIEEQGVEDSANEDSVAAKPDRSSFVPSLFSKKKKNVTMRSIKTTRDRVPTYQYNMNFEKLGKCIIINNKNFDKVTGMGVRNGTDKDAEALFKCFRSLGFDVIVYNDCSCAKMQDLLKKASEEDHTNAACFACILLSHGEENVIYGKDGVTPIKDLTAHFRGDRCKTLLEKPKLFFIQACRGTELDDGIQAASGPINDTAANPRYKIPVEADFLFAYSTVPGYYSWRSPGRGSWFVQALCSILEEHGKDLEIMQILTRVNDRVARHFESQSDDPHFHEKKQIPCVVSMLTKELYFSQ
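Assay system: Uncleavable procaspase-7 mutant enzyme | Input: 2 µM procaspase-7 mutant as dispensed | Timing: 1 h compound preincubation, 2 h substrate cleavage, 25 °C | Repeats: One well per compound | Control set: DMSO wells as 0%, DMSO with 5 µM added PC-7 as 100% | Technique: Epi-absorbance of released pNA at 405 nm, two timepoints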
GASC-1 inh: inhibitors of GASC-1 histone demethylase, primary screen, biochemical, fluorescence, DELFIA europium; GST-JMJD2C(1-420) H3K9me3 demethylation; AID 2099, 2009; Lysine-specific demethylase 4C (Homo sapiens), Q9H3R0; 330,000 compounds, 0.069% hits; inhibition, % at 2.35 µM;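 active = more than half of a compound's replicate wells show inhibition beyond 50%, single wells judged on their own value; inconclusive = some, but no more than half, of replicates pass 50% inhibition; inactive = no replicate passes 50% inhibition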;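 also: signal counts dimethyl H3K9 product captured on neutravidin plate; 0% = median of DMSO wells and 100% = 0.3 times that DMSO median; strong numbers were not always called active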
Target sequence (Q9H3R0 1-420 limits assumed): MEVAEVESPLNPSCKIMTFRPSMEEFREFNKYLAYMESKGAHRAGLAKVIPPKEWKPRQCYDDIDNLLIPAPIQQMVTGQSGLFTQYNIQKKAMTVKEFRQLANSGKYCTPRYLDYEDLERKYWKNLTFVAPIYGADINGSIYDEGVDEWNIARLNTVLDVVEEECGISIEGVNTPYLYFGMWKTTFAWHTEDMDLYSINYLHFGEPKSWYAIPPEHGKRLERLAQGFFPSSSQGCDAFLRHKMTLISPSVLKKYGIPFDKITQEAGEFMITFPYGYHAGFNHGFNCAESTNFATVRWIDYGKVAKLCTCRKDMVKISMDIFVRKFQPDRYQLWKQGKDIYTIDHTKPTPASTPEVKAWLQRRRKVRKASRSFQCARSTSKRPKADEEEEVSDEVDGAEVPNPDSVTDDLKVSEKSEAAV
Fh CTSL1 inh: Fasciola hepatica cathepsin L1 inhibitors, primary screen, counter-screen for PFM18AAP inhibitor project, biochemical, QFRET, fluorogenic peptide substrate; recombinant F. hepatica cathepsin L1, Z-Leu-Arg-MCA fluorescence; 300,000 compounds, 0.49% hits; inhibition, % at 5.96 µM; AID 1906, 2009;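 active = inhibition above the mean of all tested compounds plus 3 SD, set per screening campaign, cut at about 17% in these data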;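 also: 0% = plate median of test compound wells and 100% = 1 µM Z-Phe-Ala-diazomethylketone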
TPT1 inhibitor: Candida albicans TPT1 enzyme inhibitors, primary screen, biochemical, fluorescence polarization; 300,000 compounds, 0.81% hits; inhibition, % at 5 µM; recombinant caTPT1, FP RNA substrate dephosphorylation; AID 1962, 2009; tRNA 2'-phosphotransferase TPT1 (Candida albicans SC5314);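 active = inhibition above the mean of all tested compounds plus 3 SD, set per screening campaign, cut at about 24% in these data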;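 also: plate controls were DMSO alone for no effect and ferristatin control at 100 nM for full effect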
HCV core dimer: inhibitors of HCV core protein dimerization, primary screen, biochemical, TR-FRET, high-throughput; TR-FRET GST/Flag-core106 dimerization, 1536-well; inhibition, % at 5 µM; 300,000 compounds, 0.33% hits; AID 1899, 2009;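 active = inhibition above the mean of all tested compounds plus 3 SD, set per screening campaign, cut at about 45% in these data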
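System – GST-tagged and Flag-tagged HCV core protein residues 1-106 · Repeats – one well for each compound · Technique – TR-FRET 671 and 617 nm emission · Doses – one concentration, 5 µM, in 0.5% DMSO · Times – 4 h, 22.5 °C incubation · Also added – Eu donor and XL665 acceptor anti-tag antibodies · Measure – percent inhibition of core106 dimerization signal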
PP1 inh: PP1-alpha phosphatase inhibitors, primary screen, counter-screen for PP5 inhibitor project, biochemical, fluorescence, OMFP substrate, single point | Serine/threonine-protein phosphatase PP1-alpha catalytic subunit (Homo sapiens), P62136 | purified PP1alpha | inhibition, % at 6.7 µM | 320,000 compounds, 0.9% hits | AID 2235, 2010;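 active = inhibition above the mean inhibition of all tested compounds plus 3 SD, computed separately for each screening campaign, cut at about 15% in these data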
Target sequence (P62136 whole entry, looked up): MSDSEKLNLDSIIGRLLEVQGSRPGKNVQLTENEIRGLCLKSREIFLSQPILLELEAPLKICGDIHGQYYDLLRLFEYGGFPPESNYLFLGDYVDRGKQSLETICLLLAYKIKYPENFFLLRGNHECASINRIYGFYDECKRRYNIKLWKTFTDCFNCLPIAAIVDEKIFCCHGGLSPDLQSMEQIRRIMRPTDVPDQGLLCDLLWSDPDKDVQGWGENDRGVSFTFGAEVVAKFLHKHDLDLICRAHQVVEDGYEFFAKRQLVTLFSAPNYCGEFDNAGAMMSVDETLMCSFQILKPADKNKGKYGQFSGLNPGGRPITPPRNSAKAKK
PP5 primary: PP5 phosphatase inhibitors, primary screen, biochemical, fluorescence. 320,000 compounds, 0.18% hits. inhibition, % at 6.7 µM. Serine/threonine-protein phosphatase 5 (Homo sapiens), P53041. purified PP5c, OMFP substrate fluorescence;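 active = inhibition above the campaign's mean inhibition across all tested compounds plus 3 SD, cut at about 9.5% in these data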;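 also: 0% = DMSO only and 100% = 100 µM cantharidin control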
Starred values were filed as active, the others as inactive; i = inactive; ? = inconclusive; / = no result given; & = joins results of further samples.

SMILES	proCasp3 act	Efflux pump mplx	proCasp7 act	GASC-1 inh	Fh CTSL1 inh	TPT1 inhibitor	HCV core dimer	PP1 inh	PP5 primary
CCCC(C)c1nnc(NC(=O)CCS(=O)(=O)c2ccccc2)s1 (stereo not given)	-2	0.0	-18	-10	10	-2	2	-3	-1.4
Cc1cc(C(=O)N(NC(=O)C(C)C)c2ccccc2)cs1	3	0.1	4	12	-1	-4	0	6	0.0
CCN1CCN(c2nc(-c3ccccn3)nc3ccccc23)CC1	-2	0.0	10	-2	10	4	2	9	2.9
Cc1ccc(C(=O)Nc2cccc(C(=O)NCc3ccccc3)c2)cc1	-1	-0.2	-3	5	0	-4	-4	4	2.6
COC(C)(C)[C@]12CC(O)(c3ccccc3)ON1[C@H]1CCCCC1N2O (stereo not given in full)	-4	0.0	5	6	2	-3	3	1	0.1
CCCSc1nc2c(c(=O)[nH]c(=O)n2C)n1CC(O)COc1ccccc1 (stereo not given)	-6	0.1	2	-2	0	-1	0	-3	-1.3
COc1ccc(OC)c(C(c2nnnn2CCc2ccccc2)N2CCN(c3ccccc3)CC2)c1 (stereo not given)	-4	0.5	-2	-23&0	-3	-1	1	3	-3.6
Cc1ccc(C(=O)c2cc3ccccc3o2)cc1	-2	0.0	9	14	-2	-2	11	0	1.6
CC(=O)C1=C(O)C(=O)N(c2ccc(O)cc2)C1c1ccccc1Cl (stereo not given)	4	0.0	1	-1	1	-4	11	-2	-1.1
COc1cccc2cc(-c3cc(=O)oc4cc(C)c(O)cc34)oc12	-3	0.2	0	7	1	0	13	5	1.6

Taken from above:
Result for COc1cccc2cc(-c3cc(=O)oc4cc(C)c(O)cc34)oc12 under GASC-1 inh: 7
Result for CCCSc1nc2c(c(=O)[nH]c(=O)n2C)n1CC(O)COc1ccccc1 (stereo not given) under TPT1 inhibitor: -1

Later entries
SMILES	proCasp3 act	Efflux pump mplx	proCasp7 act	GASC-1 inh	Fh CTSL1 inh	TPT1 inhibitor	HCV core dimer	PP1 inh	PP5 primary
COc1ccc(Cl)cc1NC(=S)N1CCCCCC1	-1	0.1	2	-25	0	2	1	0	-1.3
COc1cccc(C2Nc3ccccc3C(=O)N2O)c1O (stereo not given)	-2	0.0	-3	-11	-3	2	-7	3	-0.1
S=C1NCCOCCOCCOCCOCCNC(=S)NCCOCCOCCOCCOCCN1	3	-0.2	-1	-2	-6	-4	0	-5	-1.0
CC(C)C(NC(=O)c1ccc(Br)cc1)C(=O)NC1=NCCS1 (stereo not given)	-3	-0.1	1	12	3	-2	-6	-4	-0.1
O=C(CN1C(=O)NC2(CCCC2)C1=O)N1CCc2ccccc2C1	-1	0.1	-4	2	-1	4	-5	0	1.6
CCOC(=O)C1=C(C)N(CCCCCC(=O)O)C(=O)NC1c1ccc(Br)cc1 (stereo not given)	-7	0.0	-7	-5	-1	-3	7	0	-0.5
CC(=O)Nc1cccc(/C(C)=N/NC(=O)c2ccc(O)cc2)c1	-2	0.0	1	16	-5	0	-1	-2	-1.9
CCOC(=O)c1ccc(S(=O)(=O)Nc2nc3cc(S(=O)(=O)NC4=NCCCCC4)ccc3s2)cc1	-17	0.7	-27	3	4	-3	-5	8	-1.2
COC(=O)N1CCN(c2ccc(OC)cc2)CC1	-5	0.1	-2	-3	-3	0	1	-1	0.1
COc1ccc(CCNc2ccc(C(=O)O)cc2[N+](=O)[O-])cc1OC	5	-0.2	-3	-4	-3	5	1	-1	-1.2
Cc1ccccc1NC(=S)N(Cc1cccnc1)Cc1ccco1	4	-0.1	2	1	1	1	3	4	-1.3
C=CCNC(=O)c1onc(CSc2ccc(F)cc2)c1C(=O)NCCOC	-1	-0.1	0	3	-2	-3	13	-1	-1.1
CCc1ccc(-c2nc(-c3ccncc3)no2)cc1	1	0.1	-4	/	-2	-5	8	1	2.0
CCOC(=O)CCc1c(C)c2ccc(OCc3ccc([N+](=O)[O-])cc3)cc2oc1=O	7	-0.1	8	7	2	-9	20	-1	-2.8
Cc1ccc(CNC(=O)Cn2c([N+](=O)[O-])cnc2C)cc1	-3	0.2	3	-16	-3	0	1	-2	2.7
CC(=O)c1ccc2noc(-c3ccccc3)c2c1	8	0.1	0	12	2	1	-9	4	-0.6
Cc1ccccc1NC(=O)c1ccccc1N(C)S(=O)(=O)c1ccccc1	-1	0.1	-3	6	-1	-1	3	-5	-2.0
O=C(Nc1cc(S(=O)(=O)N2CCCCCC2)ccc1OCC(F)(F)F)c1ccc(=O)[nH]c1	1	0.2	-10	-19	/	/	/	-1	4.5
O=C(CSCc1cccc(F)c1)NCc1ccccc1	0	0.0	14	4	-3	-2	5	-7	-1.7
Cc1ccc(-c2csc3ncnc(Oc4cccc5ccc(C)nc45)c23)cc1	4	-0.1	5	11	-1	-2	9	-3	1.0
O=S(=O)(Nc1nc2ccccc2nc1-[n+]1ccccc1)c1ccc(Cl)cc1	-7	-0.1	1	2	2	-2	-1	-3	-0.4
Oc1ccccc1CNc1cccc2cccnc12	-13	-0.2	-24	5	-1	-3	-7	-3	2.5
Cc1nc(NC(=O)Nc2ccc(Cl)cc2)sc1C	-4	-0.1	0	-7	1	-3	1	-2	4.5
Cc1ccc(S(=O)(=O)NCC(C)NS(=O)(=O)c2ccc(C)cc2)cc1 (stereo not given)	-2	0.0	4	-9	0	-2	-1	-1	1.1
COc1ccccc1Cn1c(CO)nc2ccccc21	2	0.0	2	1	-1	2	2	-2	-1.8
Cc1ccc(S(=O)(=O)N2CCC(C(=O)N3CCCC3C(=O)N[C@@H](CC(C)C)C(=O)NCC(N)=O)CC2)cc1 (stereo not given in full)	7	-0.2	3	?	0	-1	0	-3	0.2
CCOC(=O)N1CCN(S(=O)(=O)c2cc(Cl)c(OC)cc2Cl)CC1	7	-0.1	16	1	0	1	2	0	1.4
CN(CC(=O)Nc1ccc(F)c(Cl)c1)S(=O)(=O)c1ccc2c(c1)n(C)c(=O)c(=O)n2C	10	-0.1	8	?	-2	3	0	-3	-3.4
COc1ccc(-c2nnc(-c3cc4c(ccc5ccccc54)oc3=O)o2)cc1	-18	0.5	-8	-1	-5	10	5	-4	0.8
Cc1onc(-c2ccccc2Cl)c1C(=O)NCCCN1CCOCC1	2	-0.1	8	-4	3	-6	0	-2	-3.5
O=C1C(=O)N(CCN2CCCCC2)c2ccccc21	2	-0.3	4	0	1	-3	-4	1	-2.4
O=C(CN1C(=O)NC2(CCCC2)C1=O)N1CCN(S(=O)(=O)c2ccccc2[N+](=O)[O-])CC1	1	0.1	7	-4	1	4	-2	0	-0.8
CCOc1ccc(C(=O)N2CCc3ccccc32)cc1OCC	-1	0.0	8	2	0	1	1	-6	-2.2
O=C(Nc1cc(Cl)ccc1Cl)N1CCCC1	1	0.1	-4	6	-4	3	-11	-13	-0.7
CCCCN1C2=C(C(=O)CC(C)(C)C2)C(c2ccccc2)C2=C1c1ccccc1C2=O (stereo not given)	-8	-0.1	5	-9	9	-6	2	1	0.9
O=C(COC(=O)c1ccc(Cl)nc1)Nc1ccc2c(c1)CCC2	16	0.4	-4	4	/	/	/	/	/
FC(F)(F)c1cccc(NC(=S)Nc2cccc(NC(=S)Nc3cccc(C(F)(F)F)c3)n2)c1	3	-0.1	-11	-3	0	0	-4	0	5.7
Cc1cccc(N2CCN(CCCNC(=O)c3ccc(NC(=O)C4=CSCCO4)cc3)CC2C)c1 (stereo not given)	2	0.4	8	12	3	-1	-6	0	3.8
CCCn1c(N)c(C(=O)CSc2nnc(-c3ccoc3C)n2C)c(=O)n(C)c1=O	5	0.1	-1	/	/	/	/	-5	1.0
CCc1cc(CNC(=O)c2ccc(OC3CCN(C(C)=O)CC3)c(OC)c2)on1	6	-0.1	9	-22	-5	-3	-3	-1	-1.9
COc1ccccc1NS(=O)(=O)c1ccc(C(=O)OCC(=O)NCc2ccco2)cc1	-6	-0.1	2	-3	5	-2	40	1	0.6
Cc1ccc(C)c(NC(=O)C(Sc2nnc(-c3cccs3)o2)c2ccccc2)c1 (stereo not given)	-11	0.1	-6	7	2	-2	-2	2	-1.6
Cc1ccc(C(=O)NCCc2ccncc2)cc1	0	-0.1	4	-5	3	-2	-2	-9	1.7
CN(C)S(=O)(=O)c1cccc(COC(=O)Cc2c(F)cccc2Cl)c1	3	-0.7	-4	19	10	3	-14	0	2.4
CCOc1ccc(NC(=S)N(C)C)cc1	0	0.0	-5	11	-4	3	1	1	-1.1
O=C(c1cccc([N+](=O)[O-])c1)N1CC2C3C=CC(C3)C2C1 (stereo not given)	1	-0.1	2	-11	4	-4	0	1	2.6
CCCSc1nnc2c(n1)OC(c1cccn1C)N(C(C)=O)c1ccccc1-2 (stereo not given)	0	-0.1	3	-5	2	-3	-1	-1	-0.6
CCN(CC)S(=O)(=O)c1ccc(N2CCOCC2)c(NC(=O)c2ccc(F)cc2)c1	-2	0.1	7	-14	4	-5	2	0	1.2
CN(CC(=O)Nc1ncn[nH]1)S(=O)(=O)c1cc(Cl)ccc1Cl	6	-0.2	4	-10	-4	-1	6	7	1.1
CN(C)CCCNCC(=O)Nc1ccccc1N1CCOCC1	-5	-0.1	-7	-3	-1	-9	-7	1	1.2

Other compounds.
SMILES	proCasp3 act	Efflux pump mplx	proCasp7 act	GASC-1 inh	Fh CTSL1 inh	TPT1 inhibitor	HCV core dimer	PP1 inh	PP5 primary
O=C(C1=C[C@H](c2ccc(Br)cc2)C[C@H](OCCCCO)O1)N1CCOCC1	3	0.0	1	4	0	0	10	-4	-2.5
CCOC(=O)CCC(=O)Nc1ccc(S(=O)(=O)N2CCCCC2)cc1	-3	0.0	5	i	-3	3	3	-5	-3.2
CCOC(=O)C1CCN(C(=O)C2CCCN(S(=O)(=O)c3ccc(OC)c(Cl)c3)C2)CC1 (stereo not given)	-1	-0.3	11	-7	5	2	-1	0	0.5
CCC(=O)N1CCc2cc(S(=O)(=O)CCC(=O)NC(C)CC)ccc21 (stereo not given)	3	0.3	3	-7	-4	0	-1	-2	2.0
CN(C)CCCNC(=O)C(=O)NCC1CCCO1 (stereo not given)	-5	0.0	7	3	0	-1	2	-4	-1.8
